RGS4 pot = RGS4 potentiation or activation | HEK293 M3R/inducible RGS4, carbachol calcium flux Fluo4; hits give low values | B-score at 10 µM | 310,000 tested, 0.92% active | AID 463111;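 active means B-score of the integrated calcium signal more than 4 SD below the library mean, with starting fluorescence not abnormally high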;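 further: negative B-score means reduced calcium response which marks RGS4 activation or potentiation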
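System – HEK293 FlpIn-TREx cells, stable M3R, doxycycline-inducible RGS4 · Reagent – ECmax carbachol challenge · Times – compound preincubation 20 min at room temperature before agonist · Technique – Fluo4 fluorescence kinetic imaging of calcium · Measure – B score of integrated Fluo4 ratio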
KCNQ1 inh = human KCNQ1 channel inhibition; AID 2642; B-score at 10 µM; CHO-K1 KCNQ1, FluxOR thallium flux fluorescence; hits give high values; P51787; 310,000 tested, 1.3% active;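 active means compounds whose thallium flux B-score, printed positive for inhibition, exceeds three library SD while starting fluorescence stays within three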;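 further: channel opened by potassium depolarization with thallium stimulus after 20 min compound exposure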
hERG protect = shields human hERG channel from block by proarrhythmic agents. Q12809. CHO-hERG, FluxOR thallium flux, dofetilide IC70 present. activation (rescue from dofetilide block), less the hit threshold, % at 10 µM. 310,000 tested, 0.51% active. AID 1511;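 active means activation above the mean of controls blocked by dofetilide plus 5 SD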;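 further: thallium influx through hERG after potassium depolarization seen as dye fluorescence rise; in these data hits start at about 4.7%; inactives centre near -7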
DYRK1A inh = blocks rat Dyrk1A kinase activity; inhibition, % at 12.5 µM; ADP-Glo luminescence, NFATc1 peptide; 310,000 tested, 0.43% active; Q63470; in the data active means inhibition above about 50%;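 further: plate controls were vehicle with enzyme for no effect and no enzyme for full effect; many of its hits are not listed in these tables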
HDAC3 inh = inhibitors of human histone deacetylase 3; O15379; AID 2718; recombinant HDAC3, fluorogenic peptide/trypsin coupled, fluorescence; inhibition, % at 8.3 µM; 320,000 tested, 0.15% active; in the data active means inhibition above about 26%, passing the limit was not always enough; inconclusive means no clear call, values can overlap the other calls
GSK3B inh = inhibitors of human GSK3beta kinase | P49841 | GST-GSK3beta kinase, ADP-Glo luminescence, 60 min; hits give low values | activity score (negative = inhibition), % at 10 µM | 300,000 tested, 0.038% active;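 active means more than half of replicate wells score below -50%, meaning over 50% inhibition versus plate controls; inconclusive means some replicates but at most half score below -50%; inactive means no replicate scores below -50%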;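 further: 0% = median DMSO wells and -100% = median GW8510 positive control wells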
Target sequence (P49841 whole entry, looked up): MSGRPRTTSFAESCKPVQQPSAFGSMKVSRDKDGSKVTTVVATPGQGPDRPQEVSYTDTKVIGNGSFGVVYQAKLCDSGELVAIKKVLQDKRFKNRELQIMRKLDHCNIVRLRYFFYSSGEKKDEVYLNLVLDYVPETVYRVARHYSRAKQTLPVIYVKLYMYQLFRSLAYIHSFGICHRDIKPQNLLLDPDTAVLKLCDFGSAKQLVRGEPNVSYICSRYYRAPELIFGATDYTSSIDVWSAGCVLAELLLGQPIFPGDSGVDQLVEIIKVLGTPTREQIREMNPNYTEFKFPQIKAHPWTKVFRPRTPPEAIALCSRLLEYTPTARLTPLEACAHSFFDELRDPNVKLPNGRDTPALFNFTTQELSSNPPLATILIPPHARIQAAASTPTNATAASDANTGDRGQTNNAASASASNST
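test system = GST-tagged human GSK3beta kinase, cell-free | reagent = 25 µM ATP with peptide substrate | dosing = one dose of 10 µM per compound | schedule = 60 min reaction, RT | detection = luminescent ADP-Glo measurement of ADP formed | control set = DMSO neutral wells and GW8510 at 20 µM as positive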
GSK3A inh = human GSK-3 alpha kinase inhibition | P49840 | 320,000 tested, 0.1% active | AID 2650 | inhibition, % at 10 µM | ADP-Glo luminescence, 60 min;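 in the data active means inhibition above about 50%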;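 further: GST-tagged GSK-3 alpha with peptide substrate and 25 µM ATP; 0% = DMSO neutral wells and 100% = GW8510 positive control wells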
KCNK3 inh = human KCNK3 channel inhibition, primary screen; CHO-KCNK3 thallium flux, FluxOR fluorescence; hits give low values; 340,000 tested, 0.84% active; B-score at 10 µM; O14649;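 active means B-score under library mean minus 4 SD, starting fluorescence ratio at most library mean plus 5 SD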;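 further: more negative B-score means stronger inhibition of thallium flux through KCNK3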
Target sequence (O14649 whole entry, looked up): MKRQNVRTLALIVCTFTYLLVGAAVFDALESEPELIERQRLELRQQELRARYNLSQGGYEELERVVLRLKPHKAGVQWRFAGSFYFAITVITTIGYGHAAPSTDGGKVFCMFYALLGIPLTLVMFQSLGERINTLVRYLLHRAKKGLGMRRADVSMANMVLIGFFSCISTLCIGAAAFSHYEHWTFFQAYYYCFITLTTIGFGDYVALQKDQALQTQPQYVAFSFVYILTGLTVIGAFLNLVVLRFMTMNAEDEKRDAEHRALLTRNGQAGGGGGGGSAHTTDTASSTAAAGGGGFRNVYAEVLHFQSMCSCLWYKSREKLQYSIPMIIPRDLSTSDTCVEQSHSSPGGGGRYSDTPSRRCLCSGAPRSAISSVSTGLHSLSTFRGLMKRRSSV
PolyA inhibitor = blocks polyadenylation in yeast reporter cells. calls only at 12 µM. AID 1875. S. cerevisiae SKY197-pL101 polyadenylation reporter, beta-gal luminescence; efflux-impaired pdr1/pdr3 knockout yeast; score 100 = 6 SD above DMSO. 300,000 tested, 0.02% active;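 active means lowest replicate activity score at least 50, where 100 means six control SD above control mean; inconclusive means lowest score under 50 but half or more replicates reach 50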;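 further: yeast exposed to compound for 9 h at 30 °C; higher score means more reporter readthrough which indicates perturbed polyadenylation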
KCNQ1 pot = human KCNQ1 channel potentiation or activation; B-score at 10 µM; 310,000 tested, 0.35% active; P51787; CHO-K1 KCNQ1, thallium flux FluxOR fluorescence; hits give high values;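 active means fluorescence ratio B-score, a plate-corrected score, at least three library SD, with initial intensity B-score within 5 SD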
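Schedule – 37 °C overnight plating, 90-min dark dye load, 20-min compound pretreatment · System – stable KCNQ1 CHO-K1 line · Probe or stimulus – thallium- and potassium-containing depolarizing buffer · Measured by – kinetic FluxOR fluorescence, 10 s baseline plus 110 s post-stimulus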
KCNK9 block = human KCNK9 channel inhibition; Q9NPC2; 310,000 tested, 1.2% active; HEK293 KCNK9, FluxOR thallium flux fluorescence; hits give low values; B-score at 10 µM; AID 488922;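 active means ratio B-score over 3 SD below the library mean, with starting fluorescence within 5 SD of its mean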;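 further: negative B-score means less thallium flux so channel inhibition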
Active calls of the source: *.

`C/C(=N\N1CCN(C)CC1)c1ccc(Cl)c(Cl)c1` gave RGS4 pot inactive, KCNQ1 inh inactive, hERG protect -15, DYRK1A inh 1, HDAC3 inh -1, GSK3B inh -2, GSK3A inh -3, KCNK3 inh inactive, PolyA inhibitor inactive, KCNQ1 pot inactive and KCNK9 block inactive.
`COc1ccc(CCN(C)C2CCCN(S(=O)(=O)c3ccccc3)C2)cc1OC` (stereo unspecified) gave RGS4 pot inactive, KCNQ1 inh inactive, hERG protect 0, DYRK1A inh -1, HDAC3 inh 0, GSK3B inh -3, GSK3A inh -1, KCNK3 inh inactive, PolyA inhibitor inactive, KCNQ1 pot inactive and KCNK9 block inactive.
Screening COc1ccc(Cl)cc1NC(=O)Cn1c(=O)n2nc(C)nc2c2ccccc21 returned RGS4 pot inactive, KCNQ1 inh inactive, hERG protect -11, DYRK1A inh -1, HDAC3 inh -11, GSK3B inh 2, GSK3A inh -2, KCNK3 inh inactive, PolyA inhibitor inactive, KCNQ1 pot inactive and KCNK9 block inactive.
For Cc1ccc(S(=O)(=O)Oc2ccc(N3C(=O)C4C5CCC(C5)C4C3=O)cc2)cc1 (stereo unspecified) the results were RGS4 pot inactive, KCNQ1 inh inactive, hERG protect -2, DYRK1A inh 4, HDAC3 inh -2, GSK3B inh -2, GSK3A inh -2, KCNK3 inh inactive, PolyA inhibitor inactive, KCNQ1 pot inactive and KCNK9 block inactive.
`CCN1CCN(CCCNC(=O)c2ccc3c(Cl)c4c(nc3c2)CCCC4)CC1` gave RGS4 pot -8.6*, KCNQ1 inh inactive, hERG protect -9, DYRK1A inh -2, HDAC3 inh -1, GSK3B inh -17, GSK3A inh 6, KCNK3 inh inactive, PolyA inhibitor inactive, KCNQ1 pot inactive and KCNK9 block inactive.
Screening COc1ccc(C(=O)Nc2cc(C)c3c(=O)oc4ccccc4c3n2)cc1 returned RGS4 pot inactive, KCNQ1 inh inactive, hERG protect -5, DYRK1A inh -1, HDAC3 inh 1, GSK3B inh 1, GSK3A inh -5, KCNK3 inh inactive, PolyA inhibitor inactive, KCNQ1 pot inactive and KCNK9 block inactive.
Screening COc1cc(C2CC(=O)N3CN(Cc4ccccc4)CSC3=C2C#N)ccc1OCc1ccccc1 (stereo unspecified) returned RGS4 pot inactive, KCNQ1 inh inactive, hERG protect -23, DYRK1A inh 0, HDAC3 inh 33*, GSK3B inh -4, GSK3A inh 25, KCNK3 inh inactive, PolyA inhibitor inactive, KCNQ1 pot inactive and KCNK9 block inactive.
Cc1nn(CCC(=O)N2CCN(S(=O)(=O)c3ccc(Cl)cc3)CC2)c(C)c1C was read as RGS4 pot inactive, KCNQ1 inh inactive, hERG protect -5, DYRK1A inh 0, HDAC3 inh -2, GSK3B inh -2, GSK3A inh -4, KCNK3 inh inactive, PolyA inhibitor inactive, KCNQ1 pot inactive and KCNK9 block inactive.
CNC(=O)CCCN1C(=O)c2ccccc2Sc2ncccc21 was read as RGS4 pot inactive, KCNQ1 inh inactive, hERG protect -4, DYRK1A inh -1, HDAC3 inh -1, GSK3B inh 1, GSK3A inh -1, KCNK3 inh inactive, PolyA inhibitor inactive, KCNQ1 pot inactive and KCNK9 block inactive.
Screening COc1ccc(C(=O)Nc2nc3ccc(S(C)(=O)=O)cc3s2)cc1OC returned RGS4 pot inactive, KCNQ1 inh inactive, hERG protect -11, DYRK1A inh 0, HDAC3 inh -3, GSK3B inh 1, GSK3A inh -3, KCNK3 inh inactive, PolyA inhibitor inactive, KCNQ1 pot inactive and KCNK9 block inactive.
Cn1c(=O)oc2cc(S(=O)(=O)NCCN3CCN(c4ccccc4F)CC3)ccc21 was read as RGS4 pot inactive, KCNQ1 inh inactive, hERG protect -12, DYRK1A inh 8, HDAC3 inh 1, GSK3B inh 0, GSK3A inh 0, KCNK3 inh inactive, PolyA inhibitor inactive, KCNQ1 pot inactive and KCNK9 block inactive.
For O=C(CSc1ncnc2nc[nH]c12)Nc1nnc(SCc2ccc(Cl)c(Cl)c2)s1 the results were RGS4 pot inactive, KCNQ1 inh inactive, hERG protect -16, DYRK1A inh -7, HDAC3 inh 1, GSK3B inh -4, KCNK3 inh inactive, PolyA inhibitor inactive, KCNQ1 pot inactive and KCNK9 block inactive.
For CCC(C)n1c(SCC(=O)Nc2ccccc2C(F)(F)F)nc2ccsc2c1=O (stereo unspecified) the results were RGS4 pot inactive, KCNQ1 inh inactive, hERG protect -10, DYRK1A inh 8, HDAC3 inh -13, GSK3B inh -2, GSK3A inh -1, KCNK3 inh inactive, PolyA inhibitor inactive, KCNQ1 pot inactive and KCNK9 block -8.9*.
Screening COc1ccc(-c2nc(-c3cccc(C)c3)nc(N3CCN(C)CC3)c2C#N)cc1 returned RGS4 pot inactive, KCNQ1 inh inactive, hERG protect -8, DYRK1A inh -5, HDAC3 inh 1, GSK3B inh 0, GSK3A inh -3, KCNK3 inh inactive, PolyA inhibitor inactive, KCNQ1 pot inactive and KCNK9 block inactive.
For COc1ccccc1NC(=O)CSc1nc2c(sc3ccccc32)c(=O)n1CCN(C)C the results were RGS4 pot inactive, KCNQ1 inh inactive, hERG protect -28, DYRK1A inh 6, HDAC3 inh 11, GSK3B inh -4, GSK3A inh 10, KCNK3 inh inactive, PolyA inhibitor inactive, KCNQ1 pot inactive and KCNK9 block inactive.
Screening COc1ccc2c(c1)sc(=N)n2C returned RGS4 pot inactive, KCNQ1 inh inactive, hERG protect -12, HDAC3 inh 6, GSK3B inh 2, GSK3A inh -2, KCNK3 inh inactive, PolyA inhibitor inactive, KCNQ1 pot inactive and KCNK9 block inactive.
Screening CN1CCN(CCCN(Cc2cccs2)C(=S)Nc2ccc(Cl)cc2)CC1 returned RGS4 pot inactive, KCNQ1 inh inactive, hERG protect -11, DYRK1A inh -3, HDAC3 inh 0, GSK3A inh 1, KCNK3 inh inactive, PolyA inhibitor inactive, KCNQ1 pot inactive and KCNK9 block inactive.
`COCCn1c(=NC(=O)c2ccc(S(=O)(=O)N3CCOCC3)cc2)sc2cc(S(N)(=O)=O)ccc21` gave RGS4 pot inactive, KCNQ1 inh inactive, hERG protect -7, DYRK1A inh 3, HDAC3 inh -6, GSK3B inh -2, GSK3A inh 1, KCNK3 inh inactive, PolyA inhibitor inactive, KCNQ1 pot inactive and KCNK9 block inactive.
Screening COc1ccccc1OCC(=O)NNC(=O)c1cnccn1 returned RGS4 pot inactive, KCNQ1 inh inactive, hERG protect -9, DYRK1A inh 1, HDAC3 inh 1, GSK3B inh -3, GSK3A inh 3, KCNK3 inh inactive, PolyA inhibitor inactive, KCNQ1 pot inactive and KCNK9 block inactive.
For Cc1onc(-c2ccccc2)c1C(=O)OCc1nnc(-c2ccccc2)o1 the results were RGS4 pot inactive, KCNQ1 inh inactive, hERG protect -10, DYRK1A inh 10, HDAC3 inh 2, GSK3B inh 1, GSK3A inh -2, KCNK3 inh inactive, PolyA inhibitor inactive, KCNQ1 pot inactive and KCNK9 block inactive.
`NC(=O)c1ccc(NC(=O)c2cncn2-c2ccccc2)cc1` gave RGS4 pot inactive, KCNQ1 inh inactive, hERG protect -7, DYRK1A inh 3, HDAC3 inh 0, GSK3B inh -2, GSK3A inh 0, KCNK3 inh inactive, PolyA inhibitor inactive, KCNQ1 pot inactive and KCNK9 block inactive.
`O=C(COc1ccc(F)cc1Cl)Nc1cc(S(=O)(=O)N2CCOCC2)ccc1N1CCCCC1` gave RGS4 pot inactive, KCNQ1 inh inactive, hERG protect -9, DYRK1A inh -1, HDAC3 inh inconclusive, GSK3B inh 0, GSK3A inh -2, KCNK3 inh inactive, PolyA inhibitor inactive, KCNQ1 pot inactive and KCNK9 block inactive.
For NC(=O)c1nc(-c2cccs2)nc2c1[nH]c(=O)n2-c1ccc(F)cc1 the results were RGS4 pot inactive, KCNQ1 inh inactive, hERG protect -8, DYRK1A inh 2, HDAC3 inh -6, GSK3B inh 1, GSK3A inh 1, KCNK3 inh inactive, PolyA inhibitor inactive, KCNQ1 pot inactive and KCNK9 block inactive.
Cc1sc2ncnc(OCC(=O)Nc3ccc4c(c3)OCCO4)c2c1C was read as RGS4 pot inactive, KCNQ1 inh inactive, hERG protect -4, DYRK1A inh -7, HDAC3 inh -1, GSK3B inh -2, GSK3A inh -6, KCNK3 inh inactive, PolyA inhibitor inactive, KCNQ1 pot inactive and KCNK9 block inactive.
For Cc1cc(NC(=O)CSc2c3c(nc4ccccc24)CCC3)no1 the results were RGS4 pot inactive, KCNQ1 inh inactive, hERG protect -8, DYRK1A inh 10, HDAC3 inh 6, GSK3B inh 3, GSK3A inh -3, KCNK3 inh inactive, PolyA inhibitor inactive, KCNQ1 pot inactive and KCNK9 block inactive.
NS(=O)(=O)c1ccc(CCNC(=O)COC(=O)C2CCCN2C(=O)c2cccs2)cc1 (stereo unspecified) was read as RGS4 pot inactive, KCNQ1 inh inactive, hERG protect -16, DYRK1A inh 1, HDAC3 inh 5, GSK3B inh 0, GSK3A inh 13, KCNK3 inh inactive, PolyA inhibitor inactive, KCNQ1 pot inactive and KCNK9 block inactive.
For COc1ccc(-c2cc(C(F)F)n3ncc(C(=O)N4CCN5CCCC5C4)c3n2)cc1 (stereo unspecified) the results were RGS4 pot inactive, KCNQ1 inh inactive, hERG protect -14, DYRK1A inh 11, HDAC3 inh -14, GSK3B inh -2, GSK3A inh -2, KCNK3 inh inactive, PolyA inhibitor inactive, KCNQ1 pot inactive and KCNK9 block inactive.
`c1ccc(Nc2nnc(SCc3cccc4ccccc34)s2)cc1` gave RGS4 pot inactive, KCNQ1 inh inactive, hERG protect -11, DYRK1A inh 3, HDAC3 inh -3, GSK3B inh -1, GSK3A inh 0, KCNK3 inh inactive, PolyA inhibitor inactive, KCNQ1 pot inactive and KCNK9 block inactive.
Screening Cc1ncc([N+](=O)[O-])n1CC(=O)N/N=C/c1ccc(F)cc1 returned RGS4 pot inactive, KCNQ1 inh inactive, hERG protect -4, DYRK1A inh 6, HDAC3 inh 5, GSK3B inh -24, GSK3A inh 4, KCNK3 inh inactive, PolyA inhibitor inactive, KCNQ1 pot inactive and KCNK9 block inactive.

The list is partial, so the mix of outcomes need not match the whole.
